# Screening results from PubChem BioAssay.
# POLI inh = DNA polymerase iota (human) inhibition; Q9UNA4; Pol iota fluorescent replication assay, 10 min; Potency, µM (titrated, usually from 115 µM), for inactives: top-dose activity, negative = inhibition, most hits filed as inhibitors; hit rate 1% among 390,000; AID 588590
#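 Pol iota at 10 nM preincubated 15 min with compounds at room temperature; reaction started with fluorescent substrate, 50 nM final. Fluorescence read kinetically at 0 and 10 min; buffer-only wells as negative control.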
# Pol kappa inh = DNA polymerase kappa (human) inhibition; Q9UBT6; purified Pol kappa, fluorescent DNA synthesis assay, 10 min; Potency, µM (doses to about 107 µM), for inactives: top-dose activity, negative = inhibition, hits mostly inhibitors; hit rate 0.53% among 400,000; AID 588579; further: on the % scale 0 is the no-effect control and ±100 the full control effect
#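 First, compounds were pin-transferred onto 10 nM Pol kappa. After 15 min at room temperature, substrate was added to 50 nM final. Fluorescence was then measured kinetically at 0 and 10 min.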
# G9a block = G9a (human) methyltransferase inhibition | Potency, µM (doses to about 102 µM), without a hit: at the top dose activity, negative = inhibition, usual class: inhibitors | Q96KQ7 | G9a H3K9 monomethylation, AlphaScreen, 2 h | hit rate 8.8% among 350,000; further: on the % scale 0 is the no-effect control and ±100 the full control effect; nearly all actives have a fitted effect of over 75% in size
#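 Enzyme 20 nM + cpd, 15 min RT; add b-H3K9 pep 500 nM / SAM 20 uM; 2 h RT; anti-H3K9me1 Ab 0.5 ug/mL + SA donor / anti-rabbit acceptor beads 20 ug/mL each, 10 min; AlphaScreen read.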
# BLM inh = inhibitors of human Bloom syndrome helicase BLM; P54132; recombinant BLM DNA unwinding, fluorescence dequenching; Potency, µM (doses to about 56.1 µM), without a hit: at the top dose activity change, negative = inhibition, usual class: inhibitors; hit rate 0.2% among 350,000; AID 2528;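 further: plate controls were vehicle for no effect and no enzyme for full effect; nearly all actives have a fitted effect of over 35% in size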
# BAZ2B block = blocks human BAZ2B | Q9UIF8 | AlphaScreen BAZ2B-H3K14Ac peptide displacement | Potency, µM (series often up to 114 µM), inactives show at the highest dose activity change, negative = inhibition, hits mostly inhibitors | hit rate 4.4% among 360,000 | AID 504333; further: on the % scale 0 is the no-effect control and ±100 the full control effect; nearly all actives have a fitted effect of over 60% in size
# Target sequence (Q9UIF8 whole entry, looked up): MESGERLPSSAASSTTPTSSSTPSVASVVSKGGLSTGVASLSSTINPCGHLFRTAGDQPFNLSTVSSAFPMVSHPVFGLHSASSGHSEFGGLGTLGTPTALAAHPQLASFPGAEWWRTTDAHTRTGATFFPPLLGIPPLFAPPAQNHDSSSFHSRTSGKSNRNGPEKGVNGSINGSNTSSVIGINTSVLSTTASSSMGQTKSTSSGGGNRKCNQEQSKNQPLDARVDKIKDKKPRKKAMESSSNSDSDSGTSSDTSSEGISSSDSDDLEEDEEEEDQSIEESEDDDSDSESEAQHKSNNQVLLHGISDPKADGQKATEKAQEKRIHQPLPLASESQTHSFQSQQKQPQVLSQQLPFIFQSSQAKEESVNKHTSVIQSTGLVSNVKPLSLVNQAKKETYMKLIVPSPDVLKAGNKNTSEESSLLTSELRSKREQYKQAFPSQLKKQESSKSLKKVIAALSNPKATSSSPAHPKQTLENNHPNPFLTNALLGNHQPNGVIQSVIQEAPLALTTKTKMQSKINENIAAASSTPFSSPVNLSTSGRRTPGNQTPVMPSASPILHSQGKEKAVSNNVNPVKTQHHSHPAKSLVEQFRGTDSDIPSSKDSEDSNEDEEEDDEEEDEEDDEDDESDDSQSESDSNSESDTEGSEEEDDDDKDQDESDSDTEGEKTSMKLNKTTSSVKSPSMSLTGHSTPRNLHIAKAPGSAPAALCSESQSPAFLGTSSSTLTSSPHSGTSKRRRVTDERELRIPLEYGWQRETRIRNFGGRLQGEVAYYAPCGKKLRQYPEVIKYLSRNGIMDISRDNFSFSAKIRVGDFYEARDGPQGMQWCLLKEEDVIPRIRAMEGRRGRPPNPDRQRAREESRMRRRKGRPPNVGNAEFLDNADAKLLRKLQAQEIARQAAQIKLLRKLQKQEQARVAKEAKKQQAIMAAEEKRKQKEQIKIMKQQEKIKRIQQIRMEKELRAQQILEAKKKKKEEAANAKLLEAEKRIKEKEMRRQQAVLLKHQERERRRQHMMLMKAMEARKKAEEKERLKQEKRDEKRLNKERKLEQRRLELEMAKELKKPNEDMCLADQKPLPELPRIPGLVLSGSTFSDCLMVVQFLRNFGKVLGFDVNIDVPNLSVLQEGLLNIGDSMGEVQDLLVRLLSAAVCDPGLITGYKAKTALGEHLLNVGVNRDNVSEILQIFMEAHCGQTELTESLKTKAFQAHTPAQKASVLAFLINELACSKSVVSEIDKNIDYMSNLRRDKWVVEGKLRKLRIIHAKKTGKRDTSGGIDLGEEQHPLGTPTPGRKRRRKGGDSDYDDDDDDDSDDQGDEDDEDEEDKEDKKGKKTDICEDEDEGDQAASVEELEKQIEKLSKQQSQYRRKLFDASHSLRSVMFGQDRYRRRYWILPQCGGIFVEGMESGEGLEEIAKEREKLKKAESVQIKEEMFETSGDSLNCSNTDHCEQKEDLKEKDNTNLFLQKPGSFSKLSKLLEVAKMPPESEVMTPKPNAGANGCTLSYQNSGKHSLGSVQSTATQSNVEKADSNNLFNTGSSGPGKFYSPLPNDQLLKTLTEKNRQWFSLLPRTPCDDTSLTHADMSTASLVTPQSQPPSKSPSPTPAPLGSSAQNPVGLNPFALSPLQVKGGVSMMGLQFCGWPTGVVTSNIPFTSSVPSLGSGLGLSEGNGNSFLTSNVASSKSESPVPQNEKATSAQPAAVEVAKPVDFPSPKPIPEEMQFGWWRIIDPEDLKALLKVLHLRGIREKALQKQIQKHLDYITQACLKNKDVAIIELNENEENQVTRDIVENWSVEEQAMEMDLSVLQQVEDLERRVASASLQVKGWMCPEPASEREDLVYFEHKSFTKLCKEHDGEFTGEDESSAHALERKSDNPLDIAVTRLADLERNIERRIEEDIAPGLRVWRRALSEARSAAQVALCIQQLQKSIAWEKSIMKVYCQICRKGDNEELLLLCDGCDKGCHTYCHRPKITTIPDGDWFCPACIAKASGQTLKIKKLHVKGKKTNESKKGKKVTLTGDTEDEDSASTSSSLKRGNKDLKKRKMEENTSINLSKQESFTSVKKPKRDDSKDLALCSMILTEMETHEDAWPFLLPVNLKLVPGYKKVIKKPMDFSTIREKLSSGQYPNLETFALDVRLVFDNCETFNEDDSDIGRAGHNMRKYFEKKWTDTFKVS
#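 AlphaScreen displacement of biotin-H3(5-23)K14Ac peptide (50 nM final) from BAZ2B (50 nM final) in PBS pH 7.4, 0.01% Tween-20; complex preformed 30 min RT, then compounds (top 110 uM) 30 min RT, beads 20 min dark.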
# APE1 inh = APE1 (human) endonuclease inhibition. P27695. recombinant APE1, TAMRA/BHQ-2 abasic DNA cleavage fluorescence. Potency, µM (titrated, usually from 65.8 µM), for the others: at the highest dose activity change, negative = inhibition, actives largely listed as inhibitors. hit rate 0.35% among 350,000. AID 2517;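 further: plate controls were vehicle for no effect and reference inhibitor for full effect; nearly all actives have a fitted effect of over 55% in size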
#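 Activity was derived from the fluorescence gain between first and third kinetic reads (60 s intervals, ex 525/em 598 nm) after 50 nM THF-abasic TAMRA/BHQ-2 duplex was added to 0.75 nM APE1 preincubated 15 min with compound.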
# Apoferritin bind = binds horse apoferritin like a general anesthetic. P02791. apoferritin/1-aminoanthracene competitive binding, fluorescence. Potency, µM (doses to about 77.5 µM), for the others: at the top dose activity change, negative = displacement, usual class: inhibitors. hit rate 0.074% among 350,000; further: on the % scale 0 is the no-effect control and ±100 the full control effect; nearly all actives have a fitted effect of over 20% in size
#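 Probe: 1-aminoanthracene (50% saturated, PBS). Protein: horse-spleen apoferritin, 10 uM. Incubation: 10 min, room temperature. Detection: 380 nm excitation, 535 nm emission. Analysis: normalized response, four-parameter Hill.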
# POLB inh = blocks human DNA polymerase beta activity; P06746; Pol beta primer extension/strand displacement, fluorescence kinetic; Potency, µM (top dose mostly 114 µM), inactives show at the top dose activity change, negative = inhibition, usual class: inhibitors; hit rate 1.3% among 340,000; AID 485314; further: on the % scale 0 is the no-effect control and ±100 the full control effect
#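 Curves were derived by four-parameter Hill fits of normalized qHTS data. The kinetic fluorescent primer-extension read was taken at 0 and 10 min after 50 nM substrate, following a 15 min room-temperature preincubation of 10 nM enzyme with compounds.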
# Pol eta inh = inhibitors of human DNA polymerase eta; recombinant Pol eta, fluorescent DNA replication assay; Q9Y253; Potency, µM (series often up to 114 µM), for the others: at the top dose activity change, negative = inhibition, usual class: inhibitors; hit rate 1.2% among 390,000; AID 588591; further: on the % scale 0 is the no-effect control and ±100 the full control effect
#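 Pol eta (10 nM) was preincubated with compounds for 15 min at room temperature, after which fluorescent replication substrate (50 nM final) was added to start the reaction. Fluorescence was read kinetically at 0 and 10 min.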
# * marks the source's active call; other numbers are inactive results; u = inconclusive; x = no result given; [ ] = dose if it differs, or a comment. The call rests on the fitted dose curve; in most records, active means well fitted curve in the direction sought with a large enough effect; inconclusive means small, poorly fitted or top-dose-only effect, or another doubt; inactive means no such curve, though single readings can be large; an effect the other way counts as inactive or inconclusive. Potency means the concentration at half of the fitted maximal effect. The list is partial. The share of hits here may be higher or lower than overall.
SMILES,POLI inh,Pol kappa inh,G9a block,BLM inh,BAZ2B block,APE1 inh,Apoferritin bind,POLB inh,Pol eta inh
Cc1ccc(/C=C(/NC(=O)c2ccccc2)C(=O)NCCc2c[nH]c3ccccc23)o1,u,1.3%,44.7µM*,-3.5%,u,20.6%,-16.2%,2.1%,-17.9%
Cc1nc2ccccc2c(=O)n1-c1cccc(NC(=O)c2cccs2)c1,16.0%,-0.2%,-30.7%,x,13.6%,15.8%,x,x,-4.1%
CC1CCN(c2nc3ccc(C(=O)NCc4ccccc4Cl)cc3s2)CC1,-1.2%,-3.5%,13.5%[59 µM],-9.8%,-1.6%,x,-3.9%,u,-12.4%
COC(=O)c1ccc(Oc2ccc3nncn3n2)cc1,3.9%,10.3%,-2.3%[59 µM],-0.3%,-0.8%,4.5%,-2.7%,19.4%,-9.8%
CC(=O)Nc1ccc(S(=O)(=O)N(C)CC(=O)OCC(=O)Nc2ccc3c(c2)OCO3)cc1,19.9%,-9.4%,16.1%[59 µM],0.8%,-10.3%,12.5%,-10.8%,-22.5%,-14.4%
CN(C(=O)CSc1nc2ccc(Cl)cc2[nH]1)C1CCS(=O)(=O)C1 (stereo unspecified),13.5%,-7.8%,x,x,x,-13.8%,x,x,3.8%
Cc1c(C)n(C(=O)CSc2nccn2C)c2ccccc12,-3.7%,-3.6%,u,-0.7%,u,5.2%,-15.6%,-0.6%,4.1%
C(=N\N1CCN(C(c2ccccc2)c2ccccc2)CC1)/c1ccc2c(c1)OCO2,50.1%[activator],-3.8%,u,-12.0%,u,4.8%,-7.6%,13.1%,-5.5%
CCC(=O)Nc1cc(C(C)C)c(O)cc1C,2.6%,1.9%,17.1%[59 µM],-7.9%,0.0%,5.1%,-8.1%,18.6%,-13.2%
O=C(Cn1[nH]c(=O)c2ccccc2c1=O)OCC(=O)N1CCCc2ccccc21,12.3%,3.0%,11.8%[12.7 µM],2.0%,-2.5%,-3.1%,u,12.6%,-7.9%
CSC1=NCCN1C(=O)c1ccc(Br)o1,7.7%,-1.0%,-3.0%[59 µM],-2.0%,-4.8%,1.7%,-4.8%,51.3%,-12.8%
Cc1ccc(CNc2ccc(-c3nc(-c4ccccn4)no3)cc2[N+](=O)[O-])cc1,-8.8%,-4.2%,-48.8%[59 µM],-0.3%,u,x,-7.1%,u,4.8%
COCCCN(C(=S)Nc1ccc(C)cc1Cl)C(C)c1ccncc1 (stereo unspecified),-11.5%,-5.2%,21.6%[59 µM],-1.8%,-12.3%,2.4%,-7.2%,-1.6%,-11.8%
O=C1c2ccccc2S(=O)(=O)N1CCS(=O)(=O)c1ccc(F)cc1,-14.4%,-7.6%,29.7%,1.2%,-11.9%,48.8%[activator],3.2%,19.8%,-4.7%
C/C(=N\N=C(/N)SC1CC(=O)N(c2ccc(Cl)c(Cl)c2)C1=O)c1cccs1 (stereo unspecified),u,-8.2%,u,-4.6%,-11.6%,-8.4%,-15.1%,10.4%,-13.9%
Cc1ccc(-n2ncc(C(=O)NCCCN3CCc4ccccc4C3)c2C2CCN(C(=O)OC(C)(C)C)CC2)c(C)c1,7.7%,-6.3%,u,-7.5%,-9.6%[57.1 µM],x,-19.9%,-2.5%,-8.9%
COCCCNC(=O)Cn1c(=O)n(-c2ccc(C)c(C)c2)c(=O)c2c3c(sc21)CCCCC3,13.8%,1.5%,11.6%[59 µM],-5.2%,-0.5%,x,1.8%,-0.9%,-3.7%
CN(CCCN1CCOCC1)C(=O)c1cc(COc2ccc(F)cc2F)on1,-8.0%,7.9%,x,-1.7%,-8.7%,-3.0%,4.5%,22.6%,-15.3%
Cc1cc(C)n(CCNS(=O)(=O)c2ccccc2)n1,56.8%[activator],-3.2%,17.2%,-0.7%,2.6%,42.4%,5.3%,3.3%,-22.0%
C/C(Cc1ccccc1)=N\NC(=O)CNC(=O)COc1ccccc1,120.1%[activator],-15.0%,8.0%,-3.2%,-2.4%,0.3%,-13.9%,4.0%,1.6%
COc1ccc(-n2c(SCc3nc(-c4ccc(C)cc4)no3)nnc2-c2ccccc2)cc1,-15.6%,-8.8%,-28.0%[59 µM],-7.3%,-8.5%,x,-17.3%,22.6%,-3.6%
CC(C)CNc1c(N)c(=O)oc2ccccc12,-9.1%,-8.0%,-4.5%[12.7 µM],-4.0%,-4.6%,1.2%,-15.3%,0.7%,-3.4%
O=S(=O)(c1cccc(F)c1)N1CCC(CO)(Cc2cccc(F)c2)CC1,131.6%[activator],-4.4%,-6.9%,-3.6%,-14.3%,0.4%,-16.7%,3.2%,-13.8%
CCN(CC)c1ccc(NC(=O)Cn2c(C(C)NC(=O)c3ccccc3)nc3ccccc32)cc1 (stereo unspecified),29.0%,-19.5%,u,-11.0%,-36.9%,-2.3%,-15.6%,15.3%,u
CC1CC(C)CN(CCCNC(=O)CN2C(=O)COc3ccc(S(=O)(=O)N4CCOCC4)cc32)C1 (stereo unspecified),5.4%,6.3%,49.8%,-0.1%,-2.1%[57.1 µM],-6.8%,-7.7%,7.7%,9.5%
COc1ccc(N(C)S(=O)(=O)c2cccc(C(=O)OCC(=O)N(C)c3ccccc3)c2)cc1,-6.4%,-9.6%,x,x,x,6.2%,x,x,-15.5%
CCOC(=O)C1=C(C)NC(C)=C(C(=O)OCC)C1C(=O)OCC(=O)N1CCc2ccccc2C1,18.1%,-3.5%,-8.6%[59 µM],-4.4%,7.9%,-5.1%,-8.4%,9.2%,6.6%
O=C(CC1c2ccccc2Oc2ccccc21)NCc1ccco1,9.7%,-10.8%[60.1 µM],20.2%[59 µM],-3.8%,0.2%,-5.7%,-7.2%,3.9%,-7.3%
Cc1cc(=O)n2c(C(=O)Nc3ccc(C(=O)OC(C)C)cc3)c(C(=O)Nc3ccccc3)sc2n1,u,-10.1%,44.7µM*,-5.7%,-20.8%,-10.3%,u,3.2%,-6.9%
O=C(Oc1c(-c2ccccc2Cl)oc2ccccc2c1=O)c1ccc(Cl)cc1,6.9%,0.7%,8.9%[59 µM],-7.6%,7.1%,-3.1%,-2.5%,-3.5%,-13.5%
CCOC(=O)/C(C#N)=C1\CCCN1CC(N)=S,58.9%[activator],-3.5%,17.8µM*,3.0%,-22.7%,9.3%,0.5%,-28.1%,-6.7%
C#CCNC(=O)C1=C[C@H](C2CCCCC2)[C@@H](CCCO)[C@H](OCC)O1,4.0%,-12.1%,4.3%[12.7 µM],-7.5%,-4.3%,1.6%,u,3.7%,-12.9%
CCCN=C1N(CC)C[C@@H]2[C@@H]3C(=O)N(C)C(=O)[C@@H]3[C@](C)(C(=O)OC)N12,-12.8%,14.8%,x,x,x,29.9%,x,x,-13.1%
CC1CN(Cc2ccccc2Cl)CC(C)O1 (stereo unspecified),11.2%,-2.2%,8.91µM*,-3.6%,31.6µM*,1.7%,-8.7%,0.4%,-0.1%
Cn1c(CSc2nc3ccccc3s2)nnc1SCC(=O)NCCCN1CCOCC1,10.0%,-16.0%,-19.9%[59 µM],-9.0%,-4.3%,10.8%,-1.7%,1.4%,-10.3%
Clc1cccc2sc(N3CCCC3)nc12,15.9%,-6.2%,11.2%[12.7 µM],-3.1%,24.7%,0.0%,-2.4%,13.4%,14.3%
COc1cc(C)nc(NC(=O)NC(=O)c2ccc(C(F)(F)F)cc2)n1,42.0%[activator],0.0%,1.1%,-2.6%,-3.4%[57.1 µM],5.4%,1.0%,-3.0%,-11.1%
Fc1ccc(-c2nnsc2Sc2ccccn2)cc1,-3.4%,-3.9%,11.2%,-1.1%,2.8%,-1.4%,0.0%,5.6%,-15.1%
CCCCNS(=O)(=O)c1ccc(NC(=O)C2c3ccccc3Oc3ccccc32)cc1,18.2%,-6.3%,3.2%[59 µM],2.1%,3.8%,-1.4%,-5.7%,-0.3%,-9.2%
Cc1cccc(NC(=O)c2ccccc2OCC(=O)N2CCCC2)c1C,x,x,x,-6.5%,-3.6%,4.8%,-5.9%,u,x
CN1CCN(C2=NC3(CCCC3)C(C#N)C(=O)N2)CC1 (stereo unspecified),0.4%,-10.2%,-3.0%,-2.9%,1.3%,-4.4%,-3.8%,27.5%,4.5%
Cc1ccc2nc(C)c3c(c2c1)COC3,41.7%[activator],-9.6%,-4.8%[59 µM],1.0%,6.3%,4.0%,0.0%,-4.0%,-20.0%
CCC(=O)Nc1c(-c2ccccc2Cl)c(=O)c2ccccc2n1CC,-8.3%,3.5%,5.3%,-1.3%,-2.0%,12.2%,-10.8%,16.2%,-3.7%
O=[N+]([O-])c1ccc(Oc2c(F)c(F)nc(N3CCCC3)c2F)cc1,-0.6%,-6.3%,u,-3.7%,u,2.5%,-19.2%,45.9%,-1.6%
CC(C)(C)NC(=O)NC(=O)CSc1n[nH]c(-c2ccccc2Br)n1,109.4%[activator],-8.8%,-26.0%,-7.1%,-10.0%,-8.5%,u,25.5%,-15.9%
Cc1cc(C)n2[nH]c(=O)c(N=Nc3ccc(S(N)(=O)=O)cc3)c2n1,16.4%,-11.8%,-43.4%,-3.0%,-21.8%,-0.9%,-14.9%,0.0%,-6.8%
COc1ccc(NC(=O)CSc2n[nH]c(C)c2[N+](=O)[O-])cc1,28.6%,11.7%,7.2%,-2.4%,-3.5%,-2.6%,-5.0%,-15.8%,-8.1%

# An excerpt of these results, with each value named.
Cc1ccc2nc(C)c3c(c2c1)COC3
  POLI inh: 41.7%[activator]
  Pol kappa inh: -9.6%
  G9a block: -4.8%[59 µM]
  BLM inh: 1.0%
  BAZ2B block: 6.3%
  APE1 inh: 4.0%
  Apoferritin bind: 0.0%
  POLB inh: -4.0%
  Pol eta inh: -20.0%
CCC(=O)Nc1c(-c2ccccc2Cl)c(=O)c2ccccc2n1CC
  POLI inh: -8.3%
  Pol kappa inh: 3.5%
  G9a block: 5.3%
  BLM inh: -1.3%
  BAZ2B block: -2.0%
  APE1 inh: 12.2%
  Apoferritin bind: -10.8%
  POLB inh: 16.2%
  Pol eta inh: -3.7%
